High-throughput results as filed in PubChem BioAssay.
HIF-2a block: HIF-2a reporter inhibitors, primary screen, luminescence, 786-0 RCC cells; 786-0 RCC cells HIF-2a reporter, luciferase luminescence, overnight; inhibition, % at 18.8 µM; 0.72% of 360,000 active;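 active means inhibition of the luminescence signal of 40% or more relative to plate controls, in a single-dose primary screen at 18.75 µM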
TRPM1 prom inh: inhibitors of MITF-dependent TRPM1 promoter reporter, primary screen, cell-based, SK-MEL-5, single point, luciferase | SK-MEL-5 TRPM1 promoter luciferase, 24 h | inhibition, % at 12.5 µM | 0.83% of 330,000 active;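 active means mean inhibition across replicates of 60% or more, whatever share of single replicates reaches that level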; further: values of inactives mirror those of a sister screen read the other way
CF NFkB block: inhibitors of PAF-induced NF-kB signaling, primary screen, cell-based, GFP fluorescence, uHTS; KKLEB NF-kB-GFP reporter, GFP fluorescence overnight; inhibition, % at 5 µM; 0.86% of 360,000 active;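 active means at least 50% inhibition at 5 µM, scaled per plate between neutral and stimulator controls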;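 further: PAF is a Pseudomonas aeruginosa culture filtrate used as stimulus; plate controls were PAF-stimulated DMSO wells for no effect and unstimulated DMSO wells for full effect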
Peg3 promoter: Peg3 promoter-driven luciferase inhibitors, primary screen, cell-based, HeLa, luciferase luminescence; 1.7% of 360,000 active; AID 588405, 2011; HeLa PEG-Prom luciferase reporter, overnight; inhibition, % at 20 µM;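 active means inhibition of at least 50% at 20 µM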
aDG glyco up: activators of alpha-DG glycosylation, primary screen, uHTS, Pro5-aDG cells, AlphaScreen | alpha-DG glycosylation AlphaScreen (IIH6); 0% Pro5, 100% B10-LARGE cell signal | activation, % at 10 µM | 0.22% of 360,000 active;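 active means activation of at least 8% versus controls, or a plate z-score of at least 8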;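 further: Pro5 are CHO cells carrying HIG-tagged alpha-DG that lacks glycosylation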
Shn3 3UTR inh: reduction of Shn3 3'UTR firefly luciferase signal, primary screen, Schnurri-3 inhibitor project, cell-based, Clone20 osteoblasts, set 2; inhibition, % at 12.5 µM; AID 588674, 2011; 0.52% of 360,000 active; Clone20 osteoblast Shn3 3'UTR firefly luciferase, 24 h;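 active means mean inhibition of at least 75% with every replicate also reaching 75%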;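 further: 0% = median of neutral control wells and 100% = pilot-screen positive control compound; some compounds past the cut are filed as inactive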
NR2E3 ag-1: inhibitors of NR2E3-RetCOR corepressor binding, primary screen, NR2E3 agonist project, biochemical, TR-FRET, GST-NR2E3, biotin-RetCOR | Photoreceptor-specific nuclear receptor (Homo sapiens), Q9Y5X4 | 1536-well | inhibition of corepressor binding, % at 4.78 µM | 0.12% of 320,000 active | AID 2300, 2010;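 active means percent inhibition above the cutoff of mean plus 3 SD of all tested compounds, set per screening campaign, cut at about 20% in these data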;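 further: 0% = DMSO wells and 100% = biotin wells as full block of FRET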
Target sequence (Q9Y5X4 whole entry, looked up): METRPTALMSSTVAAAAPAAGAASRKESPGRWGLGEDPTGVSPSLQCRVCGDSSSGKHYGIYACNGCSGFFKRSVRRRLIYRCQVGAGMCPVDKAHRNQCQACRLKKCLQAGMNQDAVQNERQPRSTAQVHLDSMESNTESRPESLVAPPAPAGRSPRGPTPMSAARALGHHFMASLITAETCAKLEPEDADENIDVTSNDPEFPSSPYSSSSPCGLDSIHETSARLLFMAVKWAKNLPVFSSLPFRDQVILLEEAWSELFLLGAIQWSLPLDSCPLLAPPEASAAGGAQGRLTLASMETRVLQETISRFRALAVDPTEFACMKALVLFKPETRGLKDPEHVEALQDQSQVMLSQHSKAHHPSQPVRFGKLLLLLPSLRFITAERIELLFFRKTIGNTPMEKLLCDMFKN
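Test system: GST-NR2E3 and biotin-RetCOR proteins | Quantity: 1.35 nM GST-tagged NR2E3 final | Medium: Tris pH 7.5 | Also added: 7 nM biotin-RetCOR | Dosing: Compound at 4.8 µM, single dose | Timing: 5 h at 4 °C | Detection: Time-resolved FRET | Read-out basis: Percent inhibition | Benchmarks: Biotin wells as high control, 0.6% DMSO wells as low control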
TWEAK-Fn14 inh: inhibitors of TWEAK-Fn14 signaling, primary screen, luciferase reporter cells, uHTS. inhibition, % at 10 µM. TWEAK-stimulated Fn14 reporter cells, luciferase luminescence, 8 h. 2% of 360,000 active. AID 1159606, 2016; in the data active means inhibition above about 50%
iPSC survival up: enhancers of single-cell hiPSC survival, primary screen, ATPlite luminescence | 100% = ROCK inhibitor wells, 0% = DMSO | survival enhancement, % at 20 µM | 0.044% of 360,000 active | AID 602274, 2012; in the data active means survival enhancement above about 18%;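 further: cells exposed to compounds for 16 hours before the ATP read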
NR2E3 ag-2: NR2E3 agonists in two-hybrid cells, primary screen, cell-based, luminescence, CHO-S, Gal4-NCOR/VP16-NR2E3; 0.35% of 360,000 active; Photoreceptor-specific nuclear receptor (Homo sapiens), Q9Y5X4; luciferase; AID 602229, 2012; inhibition of corepressor binding, % at 3.98 µM;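 active means inhibition above the mean of all tested compounds plus 3 SD, cut at about 70% in these data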;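 further: 0% = DMSO with NR2E3 transfected cells and 100% = cells lacking NR2E3 construct; higher means lower luciferase signal from less NR2E3 corepressor binding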
KKLEB tox: cytotoxicity in KKLEB CF airway cells, primary screen, cytotoxicity control for CF NF-kB inhibitor project, cell-based, uHTS, fluorescence assay plates | KKLEB CF airway cells viability, ATPlite luminescence, overnight; stronger effect = lower value; cells stimulated with P. aeruginosa culture filtrate | activity change (cytotoxicity), % at 5 µM | 0.36% of 360,000 active;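 active means corrected activity change at or below -50% at 5 µM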
The depositor's hits bear a star; . = not tested or not shown; & = joins results of further samples.

Values in the order – HIF-2a block	TRPM1 prom inh	CF NFkB block	Peg3 promoter	aDG glyco up	Shn3 3UTR inh	NR2E3 ag-1	TWEAK-Fn14 inh	iPSC survival up	NR2E3 ag-2	KKLEB tox
1	Cc1cccc(N2CCN(C(=O)N3CCCCC3)CC2)c1C
    2	2	2	1	0.0	10	-1	11	-0.8	8	1
2	CC1=C(C(=O)N(C(C)C)C(C)C)CC(CC(=O)NCCN2CCOCC2)C(=O)N1CCC1=CCCCC1 (centres undefined)
    -1	.	6	-8	0.2	10	.	-33	0.1	-10	-13
3	CC(=O)NCCNC(=O)C1Cc2c(-c3ccccc3)ccnc2O1 (centres undefined)
    15	.	-23	13	-0.1	-1	.	4	2.3	-19	15
4	CCNC(=S)/N=C(/Nc1ccc(OC)cc1)Nc1nc(C)cc(C)n1
    -12	.	-14	-14	0.1	10	1	-22	-0.1	-19	8
5	CCOC(=O)c1c(C)[nH]c(C(=O)OCc2c(C)noc2C)c1C
    12	12	-11	11	2.6	17	5	27	-1.2	-22	-6
6	CC(C)(C)NC(=O)CSc1nc(-c2ccccc2)cc(=O)[nH]1
    20	6	6	5	-0.3	-1	0	2	-0.1	-21	2
7	CCN(C(=O)N(CC)c1ccccc1)c1ccccc1
    -1	1	-18	0	0.0	11	0	-6	-0.7	-3	0
8	NC(CO)C(O)c1ccc([N+](=O)[O-])cc1 (centres undefined)
    24	.	-9	-1	1.7	-11	3	1	-1.2	6	-6
9	Cc1ccc(OCCOC(=O)CN2C(=O)NC3(CCCC3)C2=O)cc1
    -5	-2	8	-7	0.7	-5	4	7	-0.4	0	0
10	NC(=O)CSc1nc2cccnc2n1-c1ccc(F)cc1
    12	-20	10	9	-0.1	13	.	-6	3.9	2	-7
11	CCCCc1cc2c(s1)CCCC/C2=N/O
    -11	3	5	7	-0.1	-33	1	-17	2.1	-16	-6
12	COc1cccc(CNC(=O)C(C(=O)NCc2cccc(OC)c2)c2ncc(C(F)(F)F)cc2Cl)c1
    14	3	0	10	-0.4	62	1	-9	-0.3	-7	4
13	CC(=NNC(N)=S)c1ccc2cc3c(cc2c1)OCO3
    -310	.	-93	-201	3.0	-42	.	-52	-2.7	-66	1
14	COC(=O)c1c(NC(=O)CN2C(=O)NC3(CCCCC3C)C2=O)sc2c1CCC2 (centres undefined)
    -6	-14	7	-3	-0.5	-9	2	-12	-0.9	-13	-17
15	CCc1nc(NCCO)c(C#N)c2c1CCCC2
    28	-2	17	23	0.0	12	1	-12	0.1	2	-2
16	CCOC(=O)CNc1nc(-c2ccncc2)nc2ccccc12
    15	-28	2	-4	-0.2	15	1	-5	-3.6	-34	0
17	CCn1cc(C(=O)O)c(=O)c2cc(F)c(N3CCN(C(=S)NC(=O)c4c(OC)cccc4OC)CC3)cc21
    19	-1	32	1	0.0	27	3	-18	-0.4	-23	3
18	COc1cccc(-n2c(C)c(C(C)=O)c(C(C)=O)c2C)c1
    3	2	-10	14	-0.1	4	0	-10	6.5	-5	1
19	FC(F)(F)c1cccc(Cc2noc(CN3CCC(c4ccncc4)CC3)n2)c1
    9	21	-3	26	6.1*	80	1	36	2.3	49	9
20	Fc1ccc(-c2nc3ccc(Br)cn3c2Cc2ccccc2C(F)(F)F)cc1
    -162	.	38	-110	5.2	-22	.	-11	-1.2	-12	-28
21	c1cncc(Oc2cccc(Oc3cccnc3)c2)c1
    -17	-19	14	-16	0.3	10	4	2	-1.9	-13	0
22	O=C(CC(=O)N/N=C/c1ccccc1O)NCc1cccnc1
    7	10	-8	10	0.1	35	1	-8	7.0	-13	-8
23	CNC(=S)NCCCc1ccccc1
    5	-2	-8	-1	-0.1	-3	-3	1	-0.3	3	7
24	O=C(/C=C/N1CCOCC1)c1cc2ccccc2o1
    -123	-10	0	-128	-0.3	-56	-1	-2	-0.2	-96	3
25	Cc1ccc(C(=O)N/C(=C/c2ccc(-c3cccc([N+](=O)[O-])c3)o2)C(=O)NC(C)(C)C)cc1
    15	10	-31	27	-0.3	-4	-2	28	6.4	-3	0
26	O=C(Nc1cccc(C(F)(F)F)c1)Oc1ccccc1N1CCOCC1
    10	9	-25	-9	0.0	4	0	9	-0.2	-1	-7
27	O=C(/C=C/c1ccc2c(c1)OCO2)Nc1c(C(=O)O)[nH]c2ccccc12
    -23	6	4	10	-0.2	-16	0	31	0.0	-33	-5
28	Cc1c(C(=O)c2ccccc2C(=O)O)sc2ccccc12
    20	2	14	9	0.2	9	9	3	0.1	-33	5
29	CCN(c1ccccc1)S(=O)(=O)c1cc(CN2C(=O)c3cccnc3C2=O)ccc1OC
    10	4	-20	11	-0.1	4	2	19	-0.5	-12	3
30	CCC(=O)Nc1ccc2c(c1)nc(CCN1CCC(C)CC1)n2C
    9	-11	-1	10	0.0	-2	0	-11	-0.3	1	1
31	CSc1ccc(OCC(=O)Nc2ccc(N3CCOCC3)c(Cl)c2)cc1
    2	10	-22	9	-0.3	-8	.	-2	0.6	-15	8
32	CC1C(=O)Nc2ccccc2N1C(=O)C1CC1 (centres undefined)
    10	-6	-1	3	0.1	3	-3	2	-2.1	-12	1
33	COC(=O)c1cc(Cl)c(NC(=O)/C=C/c2ccc(OC)cc2)cc1OC
    8	10	16	40	0.4	-27	1	-7	1.4	-32	-5
34	CC(C)(C)c1ccc(/C=C(\c2nc3ccccc3[nH]2)S(=O)(=O)c2ccccc2)cc1
    95*	91*	94*	104*	-0.3	94*	1	95*	-0.6	81*	-70*
35	Cc1cccc(-c2noc(CCCC(=O)Nc3ccc(C(N)=O)cc3)n2)c1
    21	6	-2	18	-0.1	12	2	-6	-2.3	-14	7
36	CCCCOc1ccc(C(=O)NCCN2CCC(n3c(=O)[nH]c4ccccc43)CC2)cc1
    1	.	.	.	0.8	.	.	3	-0.7	-6	.
37	CCN1/C(=C/C(C)=C/c2sc3ccccc3[n+]2CC)Sc2ccccc21
    95*	103*	6	104*	0.3&0.8	88*	-18	82*	-2.1&-4.9	92*	-43
38	CCCCn1nnnc1C(c1ccc(OC)cc1)N1CCN(C/C=C/c2ccccc2)CC1 (centres undefined)
    -22	.	-8	10	-0.3	-7	.	18	0.1	-5	-14
39	CCOC(=O)c1[nH]c2ccc(Br)cc2c1NC(=O)CCN1CCOCC1
    -4	11	-1	3	0.0	.	2	-20	-0.1	6	9
40	Cc1ccccc1S(=O)Cc1ccc(C(=O)NC2CCN(Cc3ccccc3)CC2)o1 (centres undefined)
    3	9	-22	-8	-0.4	11	2	-2	-0.1	-8	18
41	COc1ccc(-c2cc(C(=O)N3CCN(S(=O)(=O)c4ccc(C)cc4)CC3)[nH]n2)cc1
    -30	-6	1	-9	0.1	6	1	-25	-0.3	-2	-2
42	CC(C)C(=O)Nc1cccc(NC(=O)c2cccc(Br)c2)c1
    -71	12	-6	-51	0.6	7	2	-24	0.6	-24	-1
43	Nc1nnc(Cc2ccc(Cl)cc2)s1
    7	1	1	8	0.2	13	3	-5	0.4	-15	-6
44	Cc1cc(OCCCN2CCCC2)ccc1Cl
    -13	-2	-5	-4	0.3	3	0	3	-0.8	-21	-4
45	Cc1ccc(OCCOC(=O)c2sc(=S)n(C)c2C)cc1
    -23	-8	-11	-7	0.1	10	-4	-18	-1.0	-19	14
46	CC1=C(C(=O)OCc2ccccc2)C(c2cccc3ccccc23)NC(=O)N1CCCC(=O)O (centres undefined)
    10	-5	6	12	0.0	-9	6	3	0.4	-48	-8
47	COc1cc(NC(=O)Cc2ccccc2)ccc1NC(=O)c1ccco1
    -146	-6	-16	-65	0.5	-14	-3	7	-2.9	-41	14
48	Cc1snc(S(=O)(=O)/C(C#N)=N/Nc2cccc(C(F)(F)F)c2)c1C#N
    -12	0	-1	9	-0.1	-1	3	32	-0.8	25	-1
49	Cc1noc(C)c1NC(=O)Nc1ccc2c(c1)C(=O)N([C@H](C)CO)C[C@H](C)[C@@H](CN(C)S(=O)(=O)c1cccs1)O2
    10	-15	8	-1	-0.3	4	.	0	-2.2	16	-4
50	CCOc1ccccc1NC(=O)COC(=O)c1cc(C(=O)OC)cc([N+](=O)[O-])c1
    6	8	7	-13	-0.2	-14	-2	-3	-0.7	-2	4
51	Nc1cc(N)nc(SCC(=O)Nc2cccc(S(=O)(=O)N3CCCCC3)c2)n1
    8	-7	-5	-15	0.3	5	1	-12	-2.2	0	10
52	Cc1ccc(NC(=O)c2ncn(CCCN(CCCn3cnc(C(=O)Nc4ccc(C)c(C)c4)n3)Cc3ccc4[nH]ccc4c3)n2)cc1C
    -20	15	18	18	-0.2	0	.	20	-1.2	-28	-15
53	Cc1nn(Cc2ccc(F)cc2)c(Cl)c1/C=N/NC(=O)c1cccnc1
    3	2	-2	28	0.2	-21	3	2	0.9	-28	-4
54	O=C(O)CSc1nnc(COc2ccc([N+](=O)[O-])cc2)n1-c1ccccc1
    9	9	-7	-12	-0.2	-7	-1	4	0.0	5	7
55	COc1cc(NC(=O)c2cccc(C)c2)ccc1NC(=O)c1cc2ccccc2o1
    12	42	43	60*	-0.1	16	0	42	-0.3	-27	-34
56	CCn1c(SCC(=O)NC(=O)NC(C)(C)C)nc2ccccc21
    6	-1	12	10	0.2	7	2	-17	-0.5	-6	4
57	N=c1c(S(=O)(=O)c2ccccc2)cc2c(=O)n3ccccc3nc2n1CC1CCCO1 (centres undefined)
    26	2	6	13	-0.6	4	1	-15	4.6	11	-6
58	COCCCNC(=O)[C@H](Cc1c[nH]c2ccccc12)NC(=O)OCc1ccccc1
    15	12	0	3	-0.2	12	-1	16	0.3	-24	0
59	O=S1(=O)CCC(NS(=O)(=O)c2cccc3cccnc23)C1 (centres undefined)
    15	-2	13	13	1.4	-2	-2	-14	-2.4	19	-6

Pulled by compound from the entries so far (two):
Values in the order – HIF-2a block	TRPM1 prom inh	CF NFkB block	Peg3 promoter	aDG glyco up	Shn3 3UTR inh	NR2E3 ag-1	TWEAK-Fn14 inh	iPSC survival up	NR2E3 ag-2	KKLEB tox
43	Nc1nnc(Cc2ccc(Cl)cc2)s1
    7	1	1	8	0.2	13	3	-5	0.4	-15	-6
48	Cc1snc(S(=O)(=O)/C(C#N)=N/Nc2cccc(C(F)(F)F)c2)c1C#N
    -12	0	-1	9	-0.1	-1	3	32	-0.8	25	-1
